# PGE2 EP2 inh: human EP2 receptor antagonists, primary screen, TR-FRET cAMP, C6 glioma cells. C6 glioma cells expressing human EP2; cells stimulated with saturating PGE2. 0.52% of 260,000 active. inhibition, % at 25 µM;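 active means percent inhibition above 40 after rounding to a whole number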;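 further: rat C6 glioma host cells with rolipram phosphodiesterase inhibitor present; the protocol text gives 20 µM as final concentration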
# Target sequence (P43116 whole entry, looked up): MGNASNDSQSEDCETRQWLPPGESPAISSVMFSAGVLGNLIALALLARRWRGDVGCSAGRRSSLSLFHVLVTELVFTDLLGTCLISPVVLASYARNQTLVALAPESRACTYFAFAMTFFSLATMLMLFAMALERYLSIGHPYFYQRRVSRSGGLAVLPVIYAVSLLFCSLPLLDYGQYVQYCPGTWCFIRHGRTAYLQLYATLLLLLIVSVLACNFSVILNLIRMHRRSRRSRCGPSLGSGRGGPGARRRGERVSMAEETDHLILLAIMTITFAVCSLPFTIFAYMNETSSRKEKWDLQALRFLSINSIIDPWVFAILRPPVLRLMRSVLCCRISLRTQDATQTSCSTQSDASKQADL
# TNF death inh: inhibitors of TNF-alpha triggered necroptosis, primary screen, cell-based, Jurkat FADD-/-, single concentration. 0.068% of 220,000 active. activation (protection from cell death), % at 10 µM. Jurkat FADD-/- TNF necroptosis rescue, ATP luminescence, 24 h; 0 = TNF only, 100 = no-TNF cells. AID 463075, 2010;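 active means activation, meaning protection from cell death, of at least 50% relative to plate controls; inactive means activation below 50%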;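 further: necroptosis triggered by 40 ng/mL TNF-alpha added together with compound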
# RBBP9 inhibitor: human RBBP9 inhibitors, primary screen, biochemical, fluorescence polarization, FP-Rh probe, HTS. Serine hydrolase RBBP9 (Homo sapiens), O75884. recombinant RBBP9. inhibition, % at 7.94 µM. 0.2% of 220,000 active;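 active means inhibition above the campaign mean of all tested compounds plus 3 SD, cut at about 14% in these data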;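 further: plate controls were DMSO wells with RBBP9 for no effect and wells lacking RBBP9 protein for full effect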
# Target sequence (O75884 whole entry, looked up): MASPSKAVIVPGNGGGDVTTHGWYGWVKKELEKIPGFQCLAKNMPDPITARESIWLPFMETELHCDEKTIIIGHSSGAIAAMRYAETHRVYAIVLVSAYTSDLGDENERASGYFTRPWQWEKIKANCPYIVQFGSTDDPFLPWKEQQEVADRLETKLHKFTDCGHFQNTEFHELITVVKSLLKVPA
#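 Measured by: FP readout at 525/598 nm; material: recombinant human RBBP9; also added: Serine-hydrolase probe FP-Rh, 375 nM pre-mixing; medium: Tris buffer pH 8.0, NaCl, Pluronic; replication: one well per compound; doses: one concentration, 7.94 µM nominal, 0.794% DMSO; timing: preincubation 30 min plus labeling 45 min at 25 °C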
# L929 necroptosis: inhibitors of zVAD-triggered necroptosis, primary screen, L929 cells. L929 zVAD necroptosis rescue, ATP luminescence, 24 h; with zVAD 60 µM. viability rescue, % at 10 µM. 0.38% of 220,000 active. AID 1377, 2008;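 active means activation, scaled between plate controls, above about 75%, limit read from the data; inactive means activation under that limit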;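 further: 0% = zVAD with DMSO and 100% = DMSO alone without zVAD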
# PERK inhibitor: block of dimerizer-induced PERK translation repression, primary screen, PERK inhibitor project, CHO PERK-DD cells, SEAP luminescence, HTS; Eukaryotic translation initiation factor 2-alpha kinase 3 (Homo sapiens), Q9NZJ5; CHO PERK-DD fusion, SEAP luminescence translation reporter; inhibition, % at 5.6 µM; 0.17% of 220,000 active;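 active means inhibition above the mean inhibition of all tested compounds plus 3 SD, set separately per screening campaign, cut at about 2.9% in these data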;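 further: PERK kinase domain activated by AP20187 dimerizer at 100 nM; 0% = DMSO with dimerizer and 100% = rapamycin at 8.4 µM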
# Runt-CBFb FRET: inhibitors of RUNX1 Runt–CBFb binding, primary screen, biochemical, FRET, Cerulean-Runt, Venus-CBFb, uHTS. Cerulean-Runt/Venus-CBFb FRET ratio 530/480, 1 h. Runt-related transcription factor 1 (Homo sapiens) + Core-binding factor subunit beta …. 0.46% of 220,000 active. inhibition, % at 20 µM;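 active means inhibition over about 50% at 20 µM in the single-dose screen, limit read from the data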;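 further: 0% = DMSO wells and 100% = excess unlabeled CBFb competitor control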
#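 test system = Cerulean-tagged RUNX1 Runt domain (FRET donor) fusion protein | reagent = Venus-CBFb binding partner, 100 nM | incubation = protein complex preformed 1 h, compound exposure 1 h, room temperature, dark | detection = FRET fluorescence | read-out basis = loss of energy transfer signal | controls = 5 µM unlabeled CBFb as full-inhibition high control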
# EP2 modulator: EP2 receptor modulators, cAMP readout, primary screen, cell-based, HTRF cAMP, PGE2 stimulation; Prostaglandin E2 receptor EP2 subtype (Homo sapiens), P43116; EP2-expressing cells, cAMP HTRF FRET, PGE2 co-stimulation; induction, % at 25 µM; 0.83% of 260,000 active; AID 940, 2007;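 active means compounds whose cAMP rise, as percent of the full-agonist control response, exceeds 60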;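 further: rat C6 glioma line stably carrying human EP2 under a CMV promoter; the protocol text gives 20 µM as final concentration; 100% = response of wells given 1 µM PGE2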
# Hck-Nef inh: inhibitors of Nef-activated human Hck kinase, primary screen, biochemical, Z-Lyte FRET, 384-well, Hck-YEEI; Recombinant Hck-YEEI plus Nef, Z-Lyte FRET kinase assay; inhibition, % at 20 µM; 0.68% of 220,000 active;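 active means Hck-Nef kinase inhibition above about 50%, limit read from the data; inactive means inhibition below that limit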;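 further: 0% = DMSO with Hck plus Nef and 100% = Hck alone without Nef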
# Target sequence (P08631 whole entry, looked up): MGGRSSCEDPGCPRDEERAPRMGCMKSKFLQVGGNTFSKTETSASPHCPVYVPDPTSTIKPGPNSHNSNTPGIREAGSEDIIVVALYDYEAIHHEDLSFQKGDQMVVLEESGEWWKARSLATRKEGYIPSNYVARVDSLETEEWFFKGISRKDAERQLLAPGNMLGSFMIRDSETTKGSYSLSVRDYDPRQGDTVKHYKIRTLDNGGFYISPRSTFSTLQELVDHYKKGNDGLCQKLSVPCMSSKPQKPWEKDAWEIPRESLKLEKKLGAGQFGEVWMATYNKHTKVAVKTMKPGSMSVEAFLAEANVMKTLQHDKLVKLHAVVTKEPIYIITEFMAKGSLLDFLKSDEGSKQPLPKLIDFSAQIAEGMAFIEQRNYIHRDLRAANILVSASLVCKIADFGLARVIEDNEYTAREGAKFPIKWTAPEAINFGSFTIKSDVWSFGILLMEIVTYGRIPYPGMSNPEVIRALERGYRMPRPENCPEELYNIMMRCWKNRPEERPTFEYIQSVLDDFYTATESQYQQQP
# Runt-SMMHC FRET: inhibitors of RUNX1 Runt–CBFb-SMMHC binding, primary screen, biochemical, FRET, Cerulean-Runt, Venus-CBFb-SMMHC, uHTS; inhibition, % at 20 µM; Cerulean-Runt/Venus-CBFb-SMMHC FRET ratio 530/480, 1 h; Runt-related transcription factor 1 (Homo sapiens) + Core-binding factor subunit beta …; 0.74% of 220,000 active;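 active means mean inhibition across duplicate retests at 20 µM reaching about 50%, limit read from the data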;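 further: 0% = DMSO wells and 100% = wells with excess untagged CBFb-SMMHC; inhibitors lower the FRET ratio by blocking Runt binding to CBFb-SMMHC; some results filed as inactive read as strong as hits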
# An asterisk follows results filed as active; . = not tested or not shown; & = joins results of further samples.
Compound,PGE2 EP2 inh,TNF death inh,RBBP9 inhibitor,L929 necroptosis,PERK inhibitor,Runt-CBFb FRET,EP2 modulator,Hck-Nef inh,Runt-SMMHC FRET
CCC(C)N(C(=O)CSc1nc(-c2ccccc2)cs1)C1CCS(=O)(=O)C1 (stereo unspecified),16,1.9,3,-1.1,-2.4,2,-3,1,-5
O=C1NCCCC1C(=O)N/N=C/c1ccccc1 (stereo unspecified),7,-1.4,-7,-0.1,0.8,0,28,1,2
COc1ccc(CC(=O)NNC2=Nc3cccc4cccc2c34)cc1OC,6,7.8,0,1.5,-1.4,3,-27,20,12
Cc1ccc(/C=C2/N=C(c3ccccc3)NNC2=O)cc1,7,-0.6,-12,0.2,0.0,0,-27,10,-5
Cc1cccn2c(=O)c(/C=N/O)c(N3CCCCC3)nc12,11,-3.2,1,0.0,0.8,1,17,2,-3
Cc1ncc(S(=O)(=O)c2ccc(Cl)cc2)c(-c2ccccc2)n1,13,0.5,-2,-0.3,-0.1,1,23,3,0
COc1ccc(CCC(=O)NNC(=S)Nc2cccc(C(C)=O)c2)cc1,8,0.1,1,-0.2,-0.8,2,-10,-4,5
CC(C)Cn1c(SCC(=O)NC2CCCc3ccccc32)nc(O)cc1=O (stereo unspecified),7,0.8,-1,0.6,0.8,-2,10,2,3
Cc1cc(C)nc(NC(=O)/C=C/c2ccc3c(c2)OCO3)c1,7,0.6,-8,-0.6,-0.2,-6,-11,3,3
CN(C)S(=O)(=O)N1CCC(Cc2ccccc2)CC1,15,2.3,-3,0.8,-1.2,2,-3,-10,-2
COCCNC(=O)c1ccc(Cl)c(Cl)c1,10,-1.6,-7,-0.2,0.5,0,-4,-1,6
COC(=O)c1cc(NC(=O)c2cc(-c3ccc(Cl)cc3)oc2C(F)(F)F)ccc1N1CCOCC1,6,2.5,-8,2.9,-1.4,0,-30,15,0

# As entered above:
# In PERK inhibitor, Cc1ncc(S(=O)(=O)c2ccc(Cl)cc2)c(-c2ccccc2)n1 is entered as -0.1
# In RBBP9 inhibitor, COc1ccc(CCC(=O)NNC(=S)Nc2cccc(C(C)=O)c2)cc1 is entered as 1

# Next part:
Compound,PGE2 EP2 inh,TNF death inh,RBBP9 inhibitor,L929 necroptosis,PERK inhibitor,Runt-CBFb FRET,EP2 modulator,Hck-Nef inh,Runt-SMMHC FRET
COC(=O)CCc1c(C)[nH]c(=S)[nH]c1=O,7,0.2,1,0.3,1.0,24,12,0,-4
CCC(C)NC(=O)CSc1nnc(-c2c[nH]c3ccccc23)o1 (stereo unspecified),1,0.9,-9,2.3,0.9,-2,-16,-6,-1
COc1ccccc1CCc1nnc(CCC(=O)NC(C)Cc2cccc(C)n2)o1 (stereo unspecified),10,1.3,-5,-0.1,-1.9,-1,-4,15,0
CN(C)c1ccc(C2SCCN2C(=O)c2ccc([N+](=O)[O-])cc2)cc1 (stereo unspecified),15,-0.3,-8,0.5,0.1,-6,2,2,-3
O=C(Cc1c[nH]c2ccccc12)Nc1nnc(C2CC2)s1,6,-0.9,8,0.4,0.0,0,-33,18,-4
CCNCc1ccc(OCc2cccs2)c(OCC)c1,4,1.6,-4,0.5,0.4,-1,-8,23,-1
COc1ccc(C(C)=O)cc1COC(=O)c1cccnc1SC,5,-1.9,-10,1.2,0.4,0,12,-20,-1
CCCCCn1c(CN2CCN(Cc3ccccc3)CC2)nc2c1c(=O)n(C)c(=O)n2C,14,-3.9,-1,-1.2,-1.2,-1,33,3,-10
CN(Cc1cccs1)C(=O)COc1ccc(-c2nnco2)cc1,5,-2.3,-9,-0.2,0.7,0,9,3,4
CCc1ccccc1NC(=O)CC(O)(C(=O)OC)C(F)(F)F (stereo unspecified),15,-2.1,-7,0.0,-0.4,0,10,8,0
CC1CCC(C(C)C)C(OC(=O)CSc2nnc(N)s2)C1 (stereo unspecified),10,-1.0,-5,0.3,0.7,.,24,2,4
O=C(COC(=O)c1cc[n+]([O-])cc1)Nc1ccc([N+](=O)[O-])cc1Cl,6,0.0,4,3.3,0.0,0,8,-1,2

# (cont.)
Compound,PGE2 EP2 inh,TNF death inh,RBBP9 inhibitor,L929 necroptosis,PERK inhibitor,Runt-CBFb FRET,EP2 modulator,Hck-Nef inh,Runt-SMMHC FRET
Cc1ccc(S(=O)(=O)CCSc2n[nH]c(=O)n2-c2ccc3c(c2)OCCO3)cc1,5,11,2,2.7,-0.5,1,24,17,-2
Cc1nn(-c2ccccn2)c2c1C(c1ccccn1)C1=C(CCCC1=O)N2 (stereo unspecified),6,0.2,-4,-0.5,-0.3,3,17,20,-8
CCOC(=O)c1c(C)n(CC(O)c2ccccc2)c2ccc(O)cc12 (stereo unspecified),7,-3.3,-2,1.1,-0.6,0,-8,1,-3
Cc1cc(C)cc(SCc2noc(C(=O)NCC3CCCO3)c2C(=O)O)c1 (stereo unspecified),10,-0.6,-9,0.1,2.1,-2,16,1,6
CCOC(=O)CSc1nc(-c2ccccc2)nc2ccc(C)cc12,8,1.7,-12,11,0.5,0,34,13,2
COc1cc(/C=N/NC(N)=O)cc(Br)c1OCc1ccc(C)cc1,15,-1.9,-8,0.4,0.0,0,21,-16,2
Cc1cc(C)cc(-n2ccnc2SCC(=O)Nc2nccs2)c1,8,-2.4,-3,0.2,-1.4,-2,23,0,1
CN(c1ccccc1)S(=O)(=O)c1cc(C(=O)N2CCN(c3ccccn3)CC2)ccc1Cl,12,-1.7,5,-0.4,-2.0,-1,9,-1,0
O=C(C1CCCO1)N1CCN(C(=S)NC2CC2)CC1 (stereo unspecified),2,-0.9,5,0.4,0.9,0,3,0,-1
Cc1ccc(S(=O)(=O)Cc2ccc(C(=O)NCc3cccs3)o2)cc1,9,-2.0,-5,0.3,-0.7,2,-38,-8,-11
Cc1ccc(S(=O)(=O)/N=S(/c2ccccc2)C(C)C)cc1 (stereo unspecified),17,-2.0,-2,0.0,1.5,44,-2,-35,38
COc1ccc(CN(C)C2CCCCC2)c(C)c1C,0,2.1,6,0.2,-0.3,3,27,2,-1

# (next part)
Compound,PGE2 EP2 inh,TNF death inh,RBBP9 inhibitor,L929 necroptosis,PERK inhibitor,Runt-CBFb FRET,EP2 modulator,Hck-Nef inh,Runt-SMMHC FRET
COc1ccc(CNC(C)C2COc3ccccc3O2)c(OC)c1 (stereo unspecified),8,4.2,-3,-0.2,-1.1,0,5,0,-12
Cc1ccc(CNC(=S)Nc2cc(C(=O)O)ccc2C)cc1,2,-0.4,3,-1.2,1.8,2,33,-3,-1
O=C(Cn1cccn1)c1ccccc1,5,0.3,-5,0.8,0.5,-1,27,22,2
N#Cc1ccccc1Cn1c(=O)n(-c2ccc(CC(=O)NCc3ccco3)cc2)c(=O)c2sccc21,13,1.2,-3,0.9,1.5,-1,6,-4,4
Cc1ccccc1-c1n[nH]c(=S)o1,29,-2.3,-13,-0.2,0.0,5,41,-2,2
O=C(c1ccccc1)N1CCCCCC1,4,2.0,-6,.,-0.2,-1,1,4,2
C[N+]1(CC(=O)OCCCc2ccccc2)CCCCC1,6&7,-0.1,-3,0.3,0.8,0,9&6,16,3
CCOc1ccc(/C=C/C(=O)Nc2cccc(C(C)=O)c2)cc1,9,1.0,-2,0.8,-0.9,-5,-30,3,-2
CCCCn1cc2c(c1-c1cccc(C)c1)c(=O)n(C)c(=O)n2C,8,-0.6,3,-0.1,-2.3,-4,43,17,-3
C=CCOc1ccc(C2c3c(oc4ccccc4c3=O)C(=O)N2CCCN2CCOCC2)cc1 (stereo unspecified),5,-1.2,3,-0.4,-0.5,0,4,1,3
COc1ccc(CCNC(=O)Cn2cnc3c(nnn3Cc3ccccc3F)c2=O)cc1OC,7,-1.0,-4,0.2,0.6,-1,21,1,2
CCn1c(C)nc2cc(C(=O)NNC(=O)c3ccc(Cl)nc3)ccc21,6,0.0,-1,1.6,1.0,-1,7,12,1

# (next part)
Compound,PGE2 EP2 inh,TNF death inh,RBBP9 inhibitor,L929 necroptosis,PERK inhibitor,Runt-CBFb FRET,EP2 modulator,Hck-Nef inh,Runt-SMMHC FRET
O=C(COC(=O)c1cccc(C(=O)OCC(=O)NCc2ccc(F)cc2)n1)NCc1ccc(F)cc1,16,0.9,5,0.2,1.6,-6,-15,3,0
Cc1ccc2nc(/C(C#N)=C\c3ccc(N4CCCCC4)c([N+](=O)[O-])c3)[nH]c2c1,7,4.0,6,1.3,-0.8,1,-9,6,-1
CCOCCn1c(CN(Cc2ccccc2)Cc2ccccc2)nc2c1c(=O)[nH]c(=O)n2C,9,-4.3,-6,0.5,-0.7,-6,24,2,0
COc1cccc(CNC(=O)C(=O)NCC(c2ccco2)N2CCOCC2)c1 (stereo unspecified),8,0.3,-10,1.3,0.1,0,-2,3,-4
Nc1ccc2nc(SCC(=O)N3CCN(c4ccccc4)CC3)sc2c1,5,-12,-4,0.3,-0.2,-1,-36,18,0
CCCCOCCCNC(=O)c1cccs1,11,-1.7,-5,0.2,0.3,1,7,0,2
C=CCN(CC=C)C(=S)NC(=O)c1ccc(OC)cc1,2,-0.4,-3,-1.8,2.1,5,-21,35,-2
CCCn1nnnc1SCC(=O)NNC(=O)C1CCCCC1,.,-3.1,-5,-0.1,2.0,-2,22,1,6
O=C(NC(=S)N1CCCc2ccccc21)c1ccc([N+](=O)[O-])cc1,1,-2.1,1,0.0,0.5,0,7,0,-1
O=C(Cn1ncc2c(=O)oc3ccccc3c21)N1CCN(C(=O)c2ccco2)CC1,16,-1.9,-4,-0.2,1.0,-1,21,2,20
Cc1ccc(NS(=O)(=O)c2ccc(C(=O)OCC(=O)Nc3cc(C)on3)cc2)cc1,12,0.3,-14,-0.9,0.3,-1,-85,6,0
CC(C)CNC(=O)CC(c1ccccc1)c1c(O)ccc2ccccc12 (stereo unspecified),11,-1.4,-7,-0.3,0.0,.,37,1,-1
O=C(Cn1cc2c(n1)CCCC2)NCc1cccnc1,4,1.1,-12,1.4,0.2,1,9,1,-2
O=C1CCC(Cc2ccccc2)N1 (stereo unspecified),14,5.1,-9,24,0.3,0,6,-2,4
CC(=O)Nc1ccc2c(c1)nc1n2CCOC1,9,2.0,3,1.4,1.0,-3,15,1,2

# Screening data: PubChem BioAssay, several laboratories

# The list is partial; rates above refer to the full screens.
